# Compound activity from PubChem.
# TEAD-YAP inh: TEAD-YAP interaction inhibition. HEK-TIYL cells, TEAD-Gal4/YAP UAS-luciferase luminescence. 640,000 tested, 1.4% active. AID 1259422. inhibition, % at 9.12 µM; in the data active = inhibition above about 32%;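 note: 0% = median of test compound wells and 100% = reference inhibitor wells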
# GPR151 activ: activates the human receptor GPR151; PathHunter beta-arrestin GPR151 cells, luminescence; activation, % at 11.2 µM; Q8TDV0; AID 1508602; 650,000 tested, 1% active; in the data active = activation above about 4.9%;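 note: 0% = median of compound wells and 100% = cells with positive control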
# Target sequence (Q8TDV0 whole entry, looked up): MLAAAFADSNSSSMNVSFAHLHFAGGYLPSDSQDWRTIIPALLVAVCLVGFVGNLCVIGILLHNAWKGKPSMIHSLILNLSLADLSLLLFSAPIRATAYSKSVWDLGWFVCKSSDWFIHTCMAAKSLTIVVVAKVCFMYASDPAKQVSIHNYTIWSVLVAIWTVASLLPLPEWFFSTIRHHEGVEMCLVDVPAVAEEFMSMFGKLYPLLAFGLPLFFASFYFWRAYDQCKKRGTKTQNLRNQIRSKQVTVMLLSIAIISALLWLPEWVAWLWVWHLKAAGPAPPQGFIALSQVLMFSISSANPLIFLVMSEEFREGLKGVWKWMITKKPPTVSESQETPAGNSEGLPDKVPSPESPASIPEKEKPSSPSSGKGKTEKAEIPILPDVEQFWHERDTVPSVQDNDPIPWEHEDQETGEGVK
# MITF inh: blocks human microphthalmia-associated transcription factor. O75030. AlphaScreen MITF homodimerization, bead proximity signal. inhibition, % at 2.6 µM. 650,000 tested, 0.91% active. AID 1259374; in the data active = inhibition above about 50%;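 note: 0% = vehicle wells with protein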
# Target sequence (O75030 whole entry, looked up): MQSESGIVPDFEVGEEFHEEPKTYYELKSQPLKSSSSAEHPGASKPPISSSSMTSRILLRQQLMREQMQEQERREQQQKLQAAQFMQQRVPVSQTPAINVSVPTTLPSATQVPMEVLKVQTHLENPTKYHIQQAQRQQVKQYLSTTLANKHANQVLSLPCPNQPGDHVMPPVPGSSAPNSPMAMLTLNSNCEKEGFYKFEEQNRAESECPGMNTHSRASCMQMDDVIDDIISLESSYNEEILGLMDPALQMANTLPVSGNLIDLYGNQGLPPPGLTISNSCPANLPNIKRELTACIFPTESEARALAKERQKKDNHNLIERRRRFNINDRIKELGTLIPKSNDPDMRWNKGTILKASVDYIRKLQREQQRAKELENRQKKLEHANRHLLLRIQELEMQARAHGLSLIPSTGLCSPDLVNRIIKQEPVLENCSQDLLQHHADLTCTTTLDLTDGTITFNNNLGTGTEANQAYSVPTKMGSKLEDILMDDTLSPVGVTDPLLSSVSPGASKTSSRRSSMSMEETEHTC
# FBW7 act: activators of human E3 ligase FBW7; normalized activity (activation), % at 26.1 µM; 650,000 tested, 0.13% active; Q969H0; AlphaScreen FBW7–phospho-cyclin E peptide binding, activator screen; AID 1259310; in the data active = normalized activity above about 1.9%;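 note: purified mutant Fbw7 with reduced substrate affinity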
# Active calls of the source: *; x = no result given.
# Start of the listing, in advance (3 entries):
no.	smiles	GPR151 activ	TEAD-YAP inh	FBW7 act	MITF inh
1	Cc1ccc(NC2OC(CO)C(O)C(O)C2O)cc1 (configuration not stated)	0.8	-4	-0.1	-3
2	COc1ccc(OC)c(/C=c2\sc3nc(-c4cccs4)nn3c2=O)c1	1.8	6	0.0	-3
3	C=CCNC(=O)C(CC(C)C)N1C(=O)c2ccccc2C1=O (configuration not stated)	2.3	-4	-0.3	-3

# All compounds of this part (from the top)
no.	smiles	GPR151 activ	TEAD-YAP inh	FBW7 act	MITF inh
1	Cc1ccc(NC2OC(CO)C(O)C(O)C2O)cc1 (configuration not stated)	0.8	-4	-0.1	-3
2	COc1ccc(OC)c(/C=c2\sc3nc(-c4cccs4)nn3c2=O)c1	1.8	6	0.0	-3
3	C=CCNC(=O)C(CC(C)C)N1C(=O)c2ccccc2C1=O (configuration not stated)	2.3	-4	-0.3	-3
4	CCc1cccc(CC)c1NC(=O)C1CCCN(c2nccc(C)n2)C1 (configuration not stated)	-2.0	11	0.7	0
5	CC1CC(C)CN(/C(=N\S(=O)(=O)c2ccccc2)c2ccccc2)C1 (configuration not stated)	1.6	9	-0.1	-12
6	c1ccc(Nc2nc(-c3ccc(N4CCOCC4)nc3)nc3nc[nH]c23)cc1	0.7	5	-0.1	3
7	CC(=O)Nc1nc(C)c(C(=O)Nc2nnc(C)s2)s1	0.6	-13	-0.1	1
8	CCNC(=S)N/N=C(\C)c1ccc2ccccc2c1	1.0	-2	-0.2	12
9	Cn1c(=O)c2c(nc(Oc3ccc(C(C)(C)C)cc3)n2Cc2ccccc2Cl)n(C)c1=O	-0.7	-10	-0.2	5
10	CC(=O)c1cccc(-c2nccc(NCCO)n2)c1	1.3	-11	0.0	12
11	Cc1c(O)ccc2c(CN3CC(C)OC(C)C3)cc(=O)oc12 (configuration not stated)	-0.9	-5	0.0	-15
12	Cn1c2c(c3ccccc31)CCc1nonc1-2	-0.1	-19	-0.4	-10
13	CC(C)Oc1ccc(C(=O)Nc2c3c(nn2-c2cccc(Cl)c2)CS(=O)C3)cc1 (configuration not stated)	0.4	16	0.2	10
14	O=C(/C=C/c1ccccc1)Nc1nnc(-c2cccs2)s1	0.6	19	0.0	4
15	CCc1nnc(NC(=O)CSc2nnc(NC(=O)c3ccc(C(=O)c4ccccc4)cc3)s2)s1	-0.9	1	0.0	-7
16	O=C1CC(N2CCN(c3ccc(F)cc3)CC2)C(=O)N1Cc1cccs1 (configuration not stated)	1.1	4	-0.2	9
17	CCc1ccccc1N1CC23C=CC(O2)C(C(=O)OCC(C)C)C3C1=O (configuration not stated)	-1.3	5	0.2	14
18	COc1ccc([C@@H]2C[C@H](C(=O)Nc3cccc(C(C)O)c3)N(C)S(=O)(=O)N2)cc1OC (some centres not stated)	0.0	15	0.0	-1
19	Fc1ccccc1-c1cc(NCCCN2CCOCC2)nc(-c2ccncc2)n1	0.6	10	-0.1	5
20	CCCCOC(=O)c1sc2nc3c(cc2c1N)C(=O)CC(C)(C)C3	1.2	-10	-0.2	-14
21	CCn1c(SCC(=O)Nc2cccc(NC(C)=O)c2)nc2c(c1=O)SCC2	3.1	-15	0.3	13
22	COc1cccc(NC(=O)C(C)N(c2ccc(C)c(C)c2)S(C)(=O)=O)c1 (configuration not stated)	-0.3	-1	0.0	-4
23	O=C(O)c1[nH]c2ccc(Cl)cc2c1CC(=O)N1CCN(c2ccccn2)CC1	-0.6	11	0.7	19
24	Nc1nc(SCC(=O)NCCC(c2ccccc2)c2ccccc2)n[nH]1	-0.5	0	0.2	6
25	C=CCn1c(SCCCC(=O)Nc2ccc(OC)cc2)nc2sc(C)c(C)c2c1=O	2.7	0	0.0	2

# Record cards, from the list above. Order of values: GPR151 activ	TEAD-YAP inh	FBW7 act	MITF inh
# Results for `CC(=O)c1cccc(-c2nccc(NCCO)n2)c1` → 1.3	-11	0.0	12
# Results for `Fc1ccccc1-c1cc(NCCCN2CCOCC2)nc(-c2ccncc2)n1` → 0.6	10	-0.1	5
# Results for `Cn1c2c(c3ccccc31)CCc1nonc1-2` → -0.1	-19	-0.4	-10

# (cont.)
no.	smiles	GPR151 activ	TEAD-YAP inh	FBW7 act	MITF inh
26	COc1ccc(-c2cn(-c3ccccc3)c(=O)[nH]2)cc1OC	-1.2	-20	0.1	2
27	COc1cccc(Oc2coc3cc(OS(C)(=O)=O)ccc3c2=O)c1	-0.8	-6	-0.1	-12
28	CCCC1=NN2C(=N)/C(=C/c3cc([N+](=O)[O-])ccc3OCCOc3ccccc3)C(=O)N=C2S1	-0.2	-13	-0.1	11
29	COC(=O)c1ccc2c(=O)n(CC3CCCO3)c(SCC(=O)Nc3cc(C)on3)nc2c1 (configuration not stated)	2.4	-18	0.0	-4
30	Cc1ccc(NC(=O)CSc2n[nH]c(C)n2)c(C)c1	-0.3	8	0.9	16
31	Cc1cccc(C)c1OCC(=O)OCC(=O)Nc1ccc([N+](=O)[O-])cc1	4.5	-6	-0.2	-6
32	COc1ccc(CC(=O)NC(=S)Nc2ccc(S(=O)(=O)N3CCCC3)cc2)cc1	1.9	7	-0.2	0
33	Cn1c(Nc2nc(Nc3ccccc3)c3ncn(CCN4CCCC4=O)c3n2)nc2ccccc21	-0.9	-9	0.5	3
34	O=C(Nc1ccc(Cl)c(N2CCCS2(=O)=O)c1)c1ccc(Br)o1	-0.3	-1	0.0	6
35	CC(C)n1c(-c2ccc(C(=O)N3CCN(C)CC3)cc2)nc2c(NC3CCN(Cc4ccccc4)CC3)ncnc21	-0.4	-7	-0.1	1
36	Nc1nc(Cn2c(=O)oc3ccccc32)nc(N2CCOCC2)n1	1.6	-5	0.0	2
37	CC12c3ccccc3C(C)(c3ccccc31)C1C(=O)N(Cc3ccccc3)C(=O)C12 (configuration not stated)	0.3	-8	0.3	4
38	C#CCN1C(=O)S/C(=C/c2ccc(O)c(OC)c2)C1=O	-0.5	-3	0.0	10
39	Cc1ccc2c(c1)N(C(=O)CCC(=O)N1CCN(c3ncccn3)CC1)CCO2	-2.2	-2	-0.1	-1
40	CC(C)NC(=O)CSc1nnc(-c2cccnc2)n1CCc1ccccc1	9.5*	4	-0.1	6
41	COc1ccccc1NC(=O)Cc1ccccc1[N+](=O)[O-]	-0.7	-5	0.9	-1
42	N#CC1=CN(Cc2ccccc2)C=C(/C=N/NC(=O)c2ccncc2)C1	1.4	4	-0.2	10
43	COc1cc(Nc2nc3ccccc3n3nnnc23)cc(OC)c1	-2.1	-22	0.0	6
44	COC(=O)C1=C(C(=O)OC)[C@@H]2N(Cc3ccccc3)c3ccccc3[C@@]23CCC(=O)N(CC2CCCCC2)C3=N1	1.2	x	0.0	14
45	CCOC(=O)C(C)Oc1ccc2c(C)cc(=O)oc2c1C (configuration not stated)	0.1	-6	-0.1	-1
46	COc1cccc(NC(=O)COC(=O)CC(NC(N)=O)c2ccc(Cl)cc2)c1 (configuration not stated)	-0.2	2	0.1	-1
47	COC(=O)C1=CN(Cc2ccc(F)cc2)C=C(C(=O)OC)C1c1cccc(Cl)c1	-0.7	5	0.7	-8
48	Cc1cc(C)c2oc(-c3ccc(C)c(NC(=S)NC(=O)c4oc5ccccc5c4C)c3)nc2c1	-1.1	-4	0.0	-7
49	CCOc1cccc(OCCOCCOc2ccc(C(=O)O)cc2)c1	0.8	-9	0.7	0
50	O=C(Nc1ccccc1CO)c1cccc(F)c1	-2.9	-8	-0.2	0
51	CC(CNC(=O)c1ccc([N+](=O)[O-])cc1)CN(C)C (configuration not stated)	-1.0	4	0.0	3
52	CCOC(=O)C(C)(C)N(Cc1cccc(Cl)c1)S(=O)(=O)c1cccc([N+](=O)[O-])c1	-1.4	-5	-0.1	6
53	CCCCN1C(=O)C2C(c3cccc(OC)c3O)NC(CC(C)C)(C(=O)O)C2C1=O (configuration not stated)	-0.6	11	-0.1	-3
54	Cc1cc(C)c2[nH]c(=O)c(C=O)cc2c1	-1.0	-10	0.9	-11
55	Cn1c2ccccc2c2c(C(=O)NCCCN3CCCC3)cn(C3CCCCC3)c(=O)c21	0.5	9	0.0	3
56	COCCNc1ccc2ncc(-c3cc(C)cs3)n2n1	0.4	-9	0.4	8
57	CC1CCN(C(=O)Cn2cnc3c(nnn3-c3ccc(F)cc3)c2=O)CC1	-0.2	9	-0.1	8
58	CCCC(O)(CCC)C(=O)N/N=C/c1ccc(OCC)cc1	1.2	-2	-0.1	-5
59	CCc1ccc(C2C(C#N)=C(N)N(c3ccccc3Cl)C3=C2C(=O)CCC3)s1 (configuration not stated)	1.3	4	0.1	3
60	CCCCOc1ccccc1/C=C1/SC(N2CCOCC2)=NC1=O	-0.9	41*	-0.3	-4
61	CCN(CC)S(=O)(=O)c1ccc2[nH]c3nc(SCC(=O)Nc4cccc(Cl)c4C)nnc3c2c1	-0.3	5	0.1	-1
62	O=C(c1cccs1)N1CCC(n2nnc3cc(F)ccc32)CC1	0.0	5	-0.1	5
63	Cc1nc2ccccc2c2oc(C(=O)NCCCN3CCC(C)CC3)cc12	-0.7	4	0.0	16
64	CCOc1ccc(C(=O)N2CCC(c3nc(C)ncc3-c3cc(C)no3)CC2)o1	1.0	0	-0.1	0
65	CC1CCC2C3(C)COC(C)(C)OC3CCC2(C)C12CCC(C)(CO)O2 (configuration not stated)	0.0	-6	0.1	3
66	CCOC(=O)CSc1nc2c(c(=O)n(C)c(=O)n2C)n1Cc1ccccc1Cl	4.9	-11	0.0	-7
67	C/C(=N\NC(=O)CNC(=O)c1ccccc1Br)c1ccccc1	-0.3	-5	0.2	12
68	O=C(O)c1ccccc1C(=O)c1cccc(S(=O)(=O)N2CCOCC2)c1	-0.1	-14	0.1	3
69	O=[N+]([O-])c1ccc(/C=C/S(=O)(=O)n2ccnc2)cc1	0.3	11	-0.1	-6
70	COc1ccc(/C(C#N)=C/c2ccc3c(c2)OCO3)cc1OC	-2.8	37*	1.3	18
71	Cc1ccc(Oc2ccc(-c3nc(N)nc(N)n3)cc2)cc1C	0.8	8	0.3	-7
72	COCCCNC(=O)CSc1nc2ccsc2c(=O)n1CCCCCC(=O)O	0.1	-2	0.2	1
73	N=C1S/C(=C\c2ccc(-c3ccccc3C(=O)O)o2)C(=O)N1c1ccc2c(c1)OCO2	-0.7	0	-0.8	4
74	CCOC(=O)c1ccc(N2C(=O)CC(NCCc3ccc(OC)c(OC)c3)C2=O)cc1 (configuration not stated)	0.6	5	-0.1	-7
75	Cc1nc2c(=O)oc3ccccc3c2n1C(C)C	0.6	-12	-0.1	-4

# As entered above:
# TEAD-YAP inh with Cn1c2ccccc2c2c(C(=O)NCCCN3CCCC3)cn(C3CCCCC3)c(=O)c21 stands at 9
# TEAD-YAP inh with Cc1ccc(Oc2ccc(-c3nc(N)nc(N)n3)cc2)cc1C stands at 8
# GPR151 activ with O=C(O)c1ccccc1C(=O)c1cccc(S(=O)(=O)N2CCOCC2)c1 stands at -0.1

# Continued:
no.	smiles	GPR151 activ	TEAD-YAP inh	FBW7 act	MITF inh
76	CC(=O)N1CCc2ccc(NCc3c(F)c(F)c(F)c(F)c3F)cc21	1.0	3	0.1	-5
77	CCOc1ccc(/C(O)=C2\C(=O)C(=O)NC2c2ccc(OC)c(OC)c2)cc1 (configuration not stated)	-0.4	-3	-0.1	9
78	CC(=O)c1ccc(NC(=S)NC2CCN(Cc3ccccc3)CC2)cc1	1.5	-6	0.0	-4
79	O=C(Cn1ncn2c(cc3sccc32)c1=O)NCc1ccc(Cl)cc1	-0.5	8	0.0	41
80	Cc1ccc(N(CC(=O)Nc2cccnc2)S(C)(=O)=O)cc1	-0.1	-4	0.0	18
81	CC(C)(C)c1ccc2c(c1)OCCOCCOCCOCCO2	0.9	-1	-0.1	4
82	COc1ccc(CN2CCC(C(N)=O)CC2)cc1	0.4	-3	-0.1	12
83	COc1ccccc1C(=O)NNC(=O)C(=O)Nc1ccc(C)c(Cl)c1	0.4	2	0.3	-1
84	Cc1ccc(N2C(=O)NC(=O)/C(=C\c3ccc(OCC(=O)O)c(Cl)c3)C2=O)cc1C	-1.0	2	-0.3	8
85	Cc1cc(C)c(S(=O)(=O)N2CCCCC2)cc1Br	-0.2	-6	0.0	-6
86	COc1cc(C2CC(C(F)(F)F)n3ncc(C(N)=O)c3N2)cc(OC)c1OC (configuration not stated)	-1.1	-8	0.1	9
87	CCCNc1nc(N2CCCC(C(=O)N(CC)CC)C2)nc2c1ncn2Cc1ccc(C(F)(F)F)cc1 (configuration not stated)	0.2	-1	-0.2	5
88	CCC(CO)NCC(O)COc1ccc(C)cc1C (configuration not stated)	0.8	6	0.0	5
89	COc1ccc(/C=C/CN2CCN(Cc3cccc(OC)c3)C(CCO)C2)cc1 (configuration not stated)	0.8	9	0.4	2
90	CCC(C)NC(=O)CCNC(=O)c1cccs1 (configuration not stated)	1.3	-3	0.8	-3
91	C=CCOc1ccc(C2/C(=C(/O)c3ccc(OCC)cc3C)C(=O)C(=O)N2CCN(C)C)cc1 (configuration not stated)	-0.8	7	1.0	10
92	O=C(NC(=S)NCCO)c1cn(-c2ccccc2)nc1-c1ccccc1	2.0	-1	0.2	9
93	O=C(N/N=C/c1ccc([N+](=O)[O-])cc1)c1ncn[nH]1	-1.2	11	-0.9	28
94	COC(=O)C1CCN(C(=O)c2sc3nc(-c4ccc(F)cc4)cn3c2C)CC1	-0.6	2	0.0	-8
95	O=C(O)Cn1c(=O)oc2cc(S(=O)(=O)N3CCCCCC3)ccc21	-1.7	1	-0.1	17
96	O=[N+]([O-])c1ccc(S(=O)(=O)NCC2CC3C=CC2C3)cc1 (configuration not stated)	-1.3	7	-0.1	6
97	Cc1c(Cl)cccc1NC(=O)c1c[nH]c2c(c(C)nn2-c2ccccc2)c1=O	0.5	-1	0.0	-5
98	Cc1ccc(N2C(=O)NC(NC(=O)c3cccs3)(C(F)(F)F)C2=O)cc1 (configuration not stated)	1.1	0	-0.1	10
